PI4K2A inh – PI4K2A (human) kinase inhibition; activity change, negative = inhibition, % at 76.9 µM; AID 1346378; 420,000 tested, 0.13% active; Q9BTU6; purified PI4K2A, ADP-Glo luminescence, 1 h; stronger effect = lower value; in the data active = activity change below about -50%; inconclusive = mostly about -30% to -49%;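 also: -100% = wells without enzyme as full effect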
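In this quantitative HTS, ADP production by PI4K2A was quantified luminescently after 1 h at ambient temperature; 100 microM adenosine served as plate-quality control.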
TrxR1 substrate – rat thioredoxin reductase 1 substrate activity. Potency, µM (titrated, usually from 114 µM), without a hit: top-dose activity change, negative = substrate turnover. O89049. purified TrxR1 substrate turnover, NADPH consumption readout. 390,000 tested, 0.01% active; also: potency is read from the fitted curve at half-maximal effect; % is scaled to controls: 0 for no effect and ±100 for the full control effect; nearly all actives have a fitted effect of over 50% in size
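Rat TrxR1, dispensed at 90 nM, was prereduced with 400 uM NADPH (final) for 5 min at ~22 deg C, then incubated with compound 15 min before 400 uM selenite. A first-read NADPH fluorescence drop versus no-compound background flagged substrates.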
Vif-A3G inh – blocks the Vif interaction with human APOBEC3G; Q9HC16; HeLa A3G-eYFP + Vif (tagged APOBEC3G with the HIV-1 protein that degrades it), YFP fluorescence, overnight; Potency, µM (highest dose often 46.1 µM), for inactives: at the highest dose activity, negative = active, usual class: inhibitors; 410,000 tested, 0.076% active; AID 602310;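 also: potency is read from the fitted curve at half-maximal effect; % is scaled to controls: 0 for no effect and ±100 for the full control effect; nearly all actives have a fitted effect of over 60% in size; hits raise eYFP signal because A3G escapes Vif-driven loss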
Target sequence (Q9HC16 whole entry, looked up): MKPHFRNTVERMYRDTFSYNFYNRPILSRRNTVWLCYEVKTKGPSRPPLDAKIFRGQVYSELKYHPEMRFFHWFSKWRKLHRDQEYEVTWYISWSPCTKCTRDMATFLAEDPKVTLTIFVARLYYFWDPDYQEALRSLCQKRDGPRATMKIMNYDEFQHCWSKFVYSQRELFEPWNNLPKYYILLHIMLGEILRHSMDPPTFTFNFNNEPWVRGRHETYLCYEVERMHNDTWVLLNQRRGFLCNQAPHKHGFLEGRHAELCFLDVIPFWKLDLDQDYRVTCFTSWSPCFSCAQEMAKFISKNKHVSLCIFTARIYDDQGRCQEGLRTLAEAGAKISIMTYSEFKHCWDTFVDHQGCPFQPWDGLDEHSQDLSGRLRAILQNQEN
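Read-out is eYFP fluorescence (Ex 488/Em 500-530) from Vif-expressing HeLa A3G-eYFP cells; more signal means A3G escaped Vif-mediated degradation. Cells plated overnight, compound pinned in, incubated overnight at 37 deg C.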
Vif-APOBEC3F blk – blocks the Vif interaction with APOBEC3F | HeLa A3F-eYFP + Vif (tagged APOBEC3F with the HIV-1 protein that degrades it), YFP fluorescence increase | Potency, µM (top dose mostly 46.1 µM), inactives show top-dose activity, negative = active | 390,000 tested, 0.2% active | AID 602313; also: potency is read from the fitted curve at half-maximal effect; % of control where 0% means no effect; nearly all actives have a fitted effect of over 65% in size
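HeLa cells stably expressing A3F-eYFP plus Vif, plated and incubated overnight at 37 deg C, then exposed to compounds overnight at 37 deg C. Blocked degradation read as raised yellow fluorescence (Ex 488/Em 500-530).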
USP1-UAF1 inh – inhibitors of human USP1/UAF1 deubiquitinase; recombinant USP1/UAF1, Ub-Rhodamine cleavage fluorescence; Potency, µM (top dose mostly 57.1 µM), without a hit: top-dose activity change, negative = inhibition, hits mostly inhibitors; 390,000 tested, 0.23% active; AID 743255; also: potency is read from the fitted curve at half-maximal effect; % is scaled to controls: 0 for no effect and ±100 for the full control effect; nearly all actives have a fitted effect of over 60% in size; inactives centre near -12
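USP1/UAF1 complex (1 nM) preincubated 15 min at room temperature with compound, then Ub-Rho substrate (150 nM final) added. Kinetic fluorescence at 480/540 nm over 6 reads at 60 s intervals; 50 mM HEPES pH 7.8, 0.5 mM EDTA, 0.1 mg/ml BSA, 1 mM TCEP, 0.01% Tween-20.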
LDHA block – blocks human lactate dehydrogenase A; activity change, % (values are at about 110 or 230 µM); purified LDHA, NADH/diaphorase-resazurin fluorescence; stronger effect = lower value; AID 1347041; 480,000 tested, 0.15% active; in the data active = activity change below about -30%; inconclusive = mostly about -25% to -30%;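 also: plate controls were DMSO wells for no effect and wells without enzyme for full effect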
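Human LDH5 at 2 nM final in Tris HCl pH 7.4 with 0.06 mM NADH and 0.2 mM pyruvate, reacted 5 minutes at room temperature. Remaining NADH coupled via diaphorase/resazurin; resorufin fluorescence read at 0 and 20 minutes, normalized to enzyme-free and DMSO wells.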
GRP78 ERSR act – inducers of ER stress response in human glioma cells. U87-MG GRP78 promoter luciferase reporter, 16 h. Potency, µM, for the others: top-dose activation, hits mostly activators. 420,000 tested, 0.02% active. AID 602332; also: potency is read from the fitted curve at half-maximal effect; series mostly up to about 76 µM; % of control where 0% means no effect; nearly all actives have a fitted effect of over 35% in size
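Stably transfected U87-MG human glioma cells carrying a GRP78-based luminescent sensor were seeded at 1000 cells/well, pin-dosed with compounds and incubated 16 h. Luciferase reagent was then added, and end-point luminescence was read after 10 min at room temperature.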
RXFP1 agonist – RXFP1 (human) receptor agonism | Q9HBX9 | HEK293T-RXFP1 cAMP TR-FRET, 30 min; response scale: percent of porcine relaxin response, buffer zero | Potency, µM (top dose mostly 57.5 µM), inactives show at the top dose activation, hits mostly activators | 370,000 tested, 0.3% active | AID 2676; also: potency is read from the fitted curve at half-maximal effect; % is scaled to controls: 0 for no effect and ±100 for the full control effect; nearly all actives have a fitted effect of over 60% in size; many of its hits are not listed in these tables
Target sequence (Q9HBX9 whole entry, looked up): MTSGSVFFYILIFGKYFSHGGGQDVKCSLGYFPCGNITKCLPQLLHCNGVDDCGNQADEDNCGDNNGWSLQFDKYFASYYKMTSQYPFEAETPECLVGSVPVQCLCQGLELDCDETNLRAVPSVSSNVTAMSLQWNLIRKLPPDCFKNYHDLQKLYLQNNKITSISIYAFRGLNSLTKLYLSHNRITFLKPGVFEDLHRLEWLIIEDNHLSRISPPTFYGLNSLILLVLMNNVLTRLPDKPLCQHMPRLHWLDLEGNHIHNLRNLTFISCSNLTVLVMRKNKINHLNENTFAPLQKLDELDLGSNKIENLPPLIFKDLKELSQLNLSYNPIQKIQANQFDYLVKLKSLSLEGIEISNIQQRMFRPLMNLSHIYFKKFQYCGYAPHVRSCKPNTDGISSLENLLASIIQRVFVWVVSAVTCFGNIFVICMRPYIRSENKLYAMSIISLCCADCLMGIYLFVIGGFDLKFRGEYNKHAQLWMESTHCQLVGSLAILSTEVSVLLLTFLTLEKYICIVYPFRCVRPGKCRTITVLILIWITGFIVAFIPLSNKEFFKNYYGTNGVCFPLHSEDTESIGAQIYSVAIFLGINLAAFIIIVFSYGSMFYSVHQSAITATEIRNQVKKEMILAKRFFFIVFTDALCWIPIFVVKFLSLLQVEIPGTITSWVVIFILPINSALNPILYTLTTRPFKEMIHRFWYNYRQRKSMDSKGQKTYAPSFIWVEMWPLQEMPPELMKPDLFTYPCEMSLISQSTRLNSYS
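cAMP rise read by TR-FRET after 30 min, 37C compound exposure (up to 58 uM) in RXFP1-transfected HEK293 cells with Ro 20174 present. EC50 from Hill-equation fits, with 29 nM porcine relaxin as 100% and buffer as basal.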
mIDH1 inhibitor – inhibitors of human mutant IDH1 R132H; O75874; IDH1-R132H enzyme, NADPH consumption, diaphorase/resazurin fluorescence; Potency, µM (highest dose often 76.6 µM), without a hit: top-dose activity change, negative = inhibition, most hits filed as inhibitors; 390,000 tested, 0.093% active; AID 602179; also: potency is read from the fitted curve at half-maximal effect; % is scaled to controls: 0 for no effect and ±100 for the full control effect; nearly all actives have a fitted effect of over 65% in size
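IDH1-R132H (0.5 ug/mL dispensed) in pH 7.5 Tris buffer was preincubated 30 min with compound, then given a substrate mix of 0.016 mM NADPH and 2 mM alpha-KG for 80 min at room temperature; remaining NADPH was read by diaphorase/resazurin fluorescence.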
* hit, by the source's call; ? = inconclusive; · = not tested or not shown; & = joins results of further samples; [ ] = another dose, or the depositor's remark. Unless noted, calls follow the shape of the dose curve; as a rule, active = well fitted curve in the direction sought with a large enough effect; inconclusive = small, poorly fitted or top-dose-only effect, or another doubt; inactive = no such curve, though single readings can be large; an effect the other way counts as inactive or inconclusive.

SMILES	PI4K2A inh	TrxR1 substrate	Vif-A3G inh	Vif-APOBEC3F blk	USP1-UAF1 inh	LDHA block	GRP78 ERSR act	RXFP1 agonist	mIDH1 inhibitor
COc1cc(OC)c(NC(=O)C(NS(=O)(=O)c2cccc3nsnc23)c2ccccc2)cc1Cl (configuration not stated)	1	-7%	-4%	6%	-19%	-4	-2%	-0.5%	21%
Oc1[nH]c2ccccc2c1C=NCC1CCCO1 (configuration not stated)	-5	-8%	-1%	8%	-18%	-6	4%	-2.3%	-3%
CN(C)c1ccc(N=Cc2nc(-c3ccccc3)oc2OC(=O)c2cccc(Cl)c2)cc1	-1	0%	0%	2%	-4%	-3	7%	0.3%	-8%
O=C(CN1CCCC1)N1c2ccccc2C=Cc2ccccc21	-1	2%	3%	-1%	-24%	0	-5%	-2.2%	-3%
O=C(C1CCCCC1)N1CCCC(c2nc(-c3ccc(F)cc3)no2)C1 (configuration not stated)	-5	2%	0%	-11%	-6%	-6	3%	1.1%	6%
COc1cccc(/C=C/C(=O)N(C)CC(=O)Nc2ccc(Cl)c(C(F)(F)F)c2)c1	2	10%	5%	-14%	-19%	-1	-1%	0.7%	4%
COc1cc(CNCc2ccccc2Cl)ccc1OCC(=O)NC1CCCCC1	-4	3%	-1%	-10%	-12%	-5	-1%	?	0%
O=C(NCCc1ccc(Cl)cc1)c1ccc(Cn2c(=O)c3cccn3c3cccnc32)cc1	-3	25%	-20%	?	0%	-9	-1%	?	1%
Cc1cc2ncn(CCC(=O)NC3CCCC3)c2cc1C	2	-6%[57.1 µM]	2%	9%	-15%	-5	-5%	-1.4%	-8%
COc1ccc(NC(=O)/C(C#N)=C/c2ncc([N+](=O)[O-])n2C)c(OC)c1	9	-9%	-1%	?	-5%	2	1%	0.8%	5%
COc1ccc2c(c1)SC(C)CC2=O (configuration not stated)	17	6%	-3%	3%	-19%	-5	-2%	-2.9%	6%
CC(=O)Nc1ccccc1-c1nnn(CC(=O)Nc2ccc3c(c2)OCCO3)n1	0	6%[57.1 µM]	2%	4%	-9%	-9	-1%	0.6%	20%
c1cncc(CNc2c3c(nc4nnnn24)CCCC3)c1	-3	-2%	4%	6%	-18%	-9	4%	8.2%	5%
CCC(N)C12CC3CC(CC(O)(C3)C1)C2 (configuration not stated)	-10	-2%	2%	·	7%	1	-1%	0.0%	5%
O=C(CN1C(=O)NC2(CCCCCC2)C1=O)c1ccc2c(c1)OCCO2	2	1%	-5%	·	-5%	4	-2%	0.7%	0%
O=C1CC(c2ccc(Cl)cc2)n2nc(N3C(=O)CCC3=O)nc2N1 (configuration not stated)	2	10%	0%	-1%	-8%	-12	-3%	0.9%	5%
COc1ccc(Cl)cc1C(=O)NC(=S)Nc1ccccc1N1CCOCC1	-5	-10%	1%	-16%	-13%	-13	-4%	-4.1%	6%
C=CCOC(=O)C1=C[C@H](c2ccc(C(F)(F)F)cc2)C[C@H](OCCCCO)O1	3	-7%	2%	-5%	?	-12	-1%	·	-11%
Cc1ccc(N(Cc2cc3ccc(C)cc3[nH]c2=O)S(=O)(=O)c2ccccc2)cc1	-2	-2%	0%	2%	-22%	-4	1%	0.1%	19%
Cc1ccc(C)c(Nc2ccc3nonc3c2[N+](=O)[O-])c1	4	-5%	-6%	7%	-8%	-4	-1%	3.3%	-9%
COc1ccc2[nH]c(C)c(CN3CCC(C)CC3)c(=O)c2c1	-2	56%[activator]	1%	-21%	?	-2	-4%	1.5%	9%
Cc1nn(Cc2ccccc2Cl)c(C)c1C(=O)NCCN1C(=O)S/C(=C\c2ccccc2)C1=O	-1	4%	-4%	1%	?	-8	-5%	3.3%	-3%
C/C(=N\Nc1cccc(Cl)c1)c1ccncc1	-2	-5%	-26%	-7%	-16%	-8	2%	3.4%	14%
COc1ccc(/C=N/NC(=O)c2ccc3nc[nH]c3c2)cc1OC	1	-2%	-2%	-3%	-18%	-4	-4%	-0.3%	2%
O=C(CNC(=O)c1ccccc1F)NCCOc1cccc(Cl)c1Cl	0	-5%	-3%	-1%	-2%	-8	0%	0.6%	1%
Cc1cccc(CSC2=NN3CCCC(=O)N=C3S2)c1	1	6%[57.1 µM]	2%	-7%	-9%	-7	1%	2.1%	0%
Cc1ccc(C)c(Cn2cnc3ccccc3c2=O)c1	0	-2%	2%	1%	-6%	-10	-3%	4.6%	-13%
Cc1ccc(-n2nc3c(N4CCC(C(=O)NCc5ccc(C)o5)CC4)nnc(C)c3c2C)cc1	7	2%[57.1 µM]	-16%	?	-21%	-1	-16%	7.9%	5%
O=C(NCc1n[nH]c(=S)n1-c1ccccc1)c1cccs1	5	10%	1%	-29%	-17%	-8	-2%	-0.1%	0%
Cc1ccc(O)c(C=Nc2cc(C)ccc2O)c1	4	-1%	-4%	2%	3%	23	3%	-1.2%	0%
CN(CC(=O)NCCN1CCOCC1)S(=O)(=O)c1ccc(Cl)cc1	0	-2%	0%	-6%	3%	-5	-3%	·	-5%
CCc1cccc2c(C(=O)C(F)(F)F)cn(CC(=O)NCC3CCCO3)c12 (configuration not stated)	0	-9%	-3%	-6%	-20%	1	-6%	0.8%	0%
COc1cc(CNc2ncnc3c2ncn3[C@H]2CN(Cc3ccc(-c4ccccc4)cc3)C[C@@H](CO)O2)cc(OC)c1OC	-15	·	-1%	·	·	3	-2%	·	·
Cc1ccc(-c2nnc(SCC(=O)NCCN3C(=O)CSC3=O)n2C)cc1	-2	-2%	2%	-6%	-22%	-7	-2%	0.2%	6%
Cc1cc(NC(=O)CSc2ccc3nnc(-c4ccccn4)n3n2)no1	7	27%	7%	1%	-8%	-4	-5%	11%	11%
Cc1sc(-c2ccccn2)nc1OC(=O)c1ccc(Cl)cc1	3	-1%	-6%	2%	-20%	-2	-2%	0.1%	0%

Some entries already given, reduced to Vif-A3G inh.
| mol | Vif-A3G inh |
| --- | --- |
| O=C(CN1CCCC1)N1c2ccccc2C=Cc2ccccc21 | 3% |
| O=C(C1CCCCC1)N1CCCC(c2nc(-c3ccc(F)cc3)no2)C1 (configuration not stated) | 0% |

The results go on:
SMILES	PI4K2A inh	TrxR1 substrate	Vif-A3G inh	Vif-APOBEC3F blk	USP1-UAF1 inh	LDHA block	GRP78 ERSR act	RXFP1 agonist	mIDH1 inhibitor
COc1ccc(N2C(=O)CCC(C(=O)NCc3ccccn3)C2c2ccc(OC)c(OC)c2)cc1 (configuration not stated)	-3	0%[57.1 µM]	1%	-10%	-6%	-3	-7%	0.0%	-3%
CC1Cc2ccccc2N1C(=S)NC1CCCC1 (configuration not stated)	1	3%	0%	-7%	-23%	3	4%	-0.1%	-5%
CCc1nn(CCCC(=O)NC(C)c2ccccc2)c(=O)c2cc3occc3n12 (configuration not stated)	-1&-2	2%&5%	-7%&3%	2%&9%	-29%&-7%	-10&0	2%&-2%	1.8%&1.5%	-7%&-23%
COc1cc(C(=O)N2C[C@@H]3CCC[C@H]2C3)ccc1OC1CCN(C(C)=O)CC1	-6	-4%	1%	1%	2%	-6	-2%	1.4%	-2%
Cc1ccc(OCCNC(=O)Cc2ccc(S(=O)(=O)N3CCOCC3)s2)cc1	-7	-5%	1%	6%	-21%	1	-4%	1.7%	7%
O=C(COC(=O)CC1CCS(=O)(=O)C1)Nc1ccc(F)cc1 (configuration not stated)	-4	7%	3%	5%	-16%	-1	-3%	·	1%
Cc1nc(C(=O)N2CCCC(N3CCN(c4ccccc4C)CC3)C2)cs1 (configuration not stated)	4	-6%	0%	0%	-19%	1	-5%	2.7%	3%
COc1ccc(S(=O)(=O)N2CCN(C(=O)c3cccs3)CC2)cc1OC	1	7%	3%	-2%	-17%	-6	-5%	-0.3%	-2%
CN(Cc1ccccc1)C(=O)COc1cc(=O)n(C)c2ccccc12	-3	7%[57.1 µM]	0%	-6%	-6%	-3	4%	0.6%	5%
O=C(CC(=O)Nc1ccccc1C(=O)O)NNC(=O)Cc1ccccc1	2	3%	2%	8%	-12%	-3	-1%	-1.3%	6%
Cc1noc(C)c1-c1nc(CS(=O)(=O)c2ccc(F)cc2)no1	3	5%	0%	0%	-12%	-1	-5%	2.5%	12%

Given with two lines to a compound: part of the list above.
Values in the order: PI4K2A inh | TrxR1 substrate | Vif-A3G inh | Vif-APOBEC3F blk | USP1-UAF1 inh | LDHA block | GRP78 ERSR act | RXFP1 agonist | mIDH1 inhibitor
Cc1ccc(OCCNC(=O)Cc2ccc(S(=O)(=O)N3CCOCC3)s2)cc1
→ -7 | -5% | 1% | 6% | -21% | 1 | -4% | 1.7% | 7%
O=C(COC(=O)CC1CCS(=O)(=O)C1)Nc1ccc(F)cc1 (configuration not stated)
→ -4 | 7% | 3% | 5% | -16% | -1 | -3% | · | 1%
Cc1nc(C(=O)N2CCCC(N3CCN(c4ccccc4C)CC3)C2)cs1 (configuration not stated)
→ 4 | -6% | 0% | 0% | -19% | 1 | -5% | 2.7% | 3%
COc1ccc(S(=O)(=O)N2CCN(C(=O)c3cccs3)CC2)cc1OC
→ 1 | 7% | 3% | -2% | -17% | -6 | -5% | -0.3% | -2%
CN(Cc1ccccc1)C(=O)COc1cc(=O)n(C)c2ccccc12
→ -3 | 7%[57.1 µM] | 0% | -6% | -6% | -3 | 4% | 0.6% | 5%

These rows are one share of the data; count on the stated rates, not on these rows.
